# Screening results deposited in PubChem by University of Kansas High Throughput Screening Laboratory.
# Pf apPOL block: Pf-apPOL inhibitors, biochemical, fluorescence. 210,000 compounds, 0.25% hits. inhibition, % at 10 µM. Recombinant Pf-apPOL, molecular beacon fluorescence, 1.5 h
# mHTT-CaM PPI inh: mutant huntingtin-calmodulin interaction inhibitors – biochemical, AlphaScreen, primary screen | P42858 | inhibition, % at 15 µM | 190,000 compounds, 3.6% hits | AID 1671202, 2021 | AlphaScreen His-mHTT/GST-CaM binding, luminescence;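 further: 0% = both proteins with DMSO and 100% = one protein alone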
# Target sequence (P42858 whole entry, looked up, stated change not applied): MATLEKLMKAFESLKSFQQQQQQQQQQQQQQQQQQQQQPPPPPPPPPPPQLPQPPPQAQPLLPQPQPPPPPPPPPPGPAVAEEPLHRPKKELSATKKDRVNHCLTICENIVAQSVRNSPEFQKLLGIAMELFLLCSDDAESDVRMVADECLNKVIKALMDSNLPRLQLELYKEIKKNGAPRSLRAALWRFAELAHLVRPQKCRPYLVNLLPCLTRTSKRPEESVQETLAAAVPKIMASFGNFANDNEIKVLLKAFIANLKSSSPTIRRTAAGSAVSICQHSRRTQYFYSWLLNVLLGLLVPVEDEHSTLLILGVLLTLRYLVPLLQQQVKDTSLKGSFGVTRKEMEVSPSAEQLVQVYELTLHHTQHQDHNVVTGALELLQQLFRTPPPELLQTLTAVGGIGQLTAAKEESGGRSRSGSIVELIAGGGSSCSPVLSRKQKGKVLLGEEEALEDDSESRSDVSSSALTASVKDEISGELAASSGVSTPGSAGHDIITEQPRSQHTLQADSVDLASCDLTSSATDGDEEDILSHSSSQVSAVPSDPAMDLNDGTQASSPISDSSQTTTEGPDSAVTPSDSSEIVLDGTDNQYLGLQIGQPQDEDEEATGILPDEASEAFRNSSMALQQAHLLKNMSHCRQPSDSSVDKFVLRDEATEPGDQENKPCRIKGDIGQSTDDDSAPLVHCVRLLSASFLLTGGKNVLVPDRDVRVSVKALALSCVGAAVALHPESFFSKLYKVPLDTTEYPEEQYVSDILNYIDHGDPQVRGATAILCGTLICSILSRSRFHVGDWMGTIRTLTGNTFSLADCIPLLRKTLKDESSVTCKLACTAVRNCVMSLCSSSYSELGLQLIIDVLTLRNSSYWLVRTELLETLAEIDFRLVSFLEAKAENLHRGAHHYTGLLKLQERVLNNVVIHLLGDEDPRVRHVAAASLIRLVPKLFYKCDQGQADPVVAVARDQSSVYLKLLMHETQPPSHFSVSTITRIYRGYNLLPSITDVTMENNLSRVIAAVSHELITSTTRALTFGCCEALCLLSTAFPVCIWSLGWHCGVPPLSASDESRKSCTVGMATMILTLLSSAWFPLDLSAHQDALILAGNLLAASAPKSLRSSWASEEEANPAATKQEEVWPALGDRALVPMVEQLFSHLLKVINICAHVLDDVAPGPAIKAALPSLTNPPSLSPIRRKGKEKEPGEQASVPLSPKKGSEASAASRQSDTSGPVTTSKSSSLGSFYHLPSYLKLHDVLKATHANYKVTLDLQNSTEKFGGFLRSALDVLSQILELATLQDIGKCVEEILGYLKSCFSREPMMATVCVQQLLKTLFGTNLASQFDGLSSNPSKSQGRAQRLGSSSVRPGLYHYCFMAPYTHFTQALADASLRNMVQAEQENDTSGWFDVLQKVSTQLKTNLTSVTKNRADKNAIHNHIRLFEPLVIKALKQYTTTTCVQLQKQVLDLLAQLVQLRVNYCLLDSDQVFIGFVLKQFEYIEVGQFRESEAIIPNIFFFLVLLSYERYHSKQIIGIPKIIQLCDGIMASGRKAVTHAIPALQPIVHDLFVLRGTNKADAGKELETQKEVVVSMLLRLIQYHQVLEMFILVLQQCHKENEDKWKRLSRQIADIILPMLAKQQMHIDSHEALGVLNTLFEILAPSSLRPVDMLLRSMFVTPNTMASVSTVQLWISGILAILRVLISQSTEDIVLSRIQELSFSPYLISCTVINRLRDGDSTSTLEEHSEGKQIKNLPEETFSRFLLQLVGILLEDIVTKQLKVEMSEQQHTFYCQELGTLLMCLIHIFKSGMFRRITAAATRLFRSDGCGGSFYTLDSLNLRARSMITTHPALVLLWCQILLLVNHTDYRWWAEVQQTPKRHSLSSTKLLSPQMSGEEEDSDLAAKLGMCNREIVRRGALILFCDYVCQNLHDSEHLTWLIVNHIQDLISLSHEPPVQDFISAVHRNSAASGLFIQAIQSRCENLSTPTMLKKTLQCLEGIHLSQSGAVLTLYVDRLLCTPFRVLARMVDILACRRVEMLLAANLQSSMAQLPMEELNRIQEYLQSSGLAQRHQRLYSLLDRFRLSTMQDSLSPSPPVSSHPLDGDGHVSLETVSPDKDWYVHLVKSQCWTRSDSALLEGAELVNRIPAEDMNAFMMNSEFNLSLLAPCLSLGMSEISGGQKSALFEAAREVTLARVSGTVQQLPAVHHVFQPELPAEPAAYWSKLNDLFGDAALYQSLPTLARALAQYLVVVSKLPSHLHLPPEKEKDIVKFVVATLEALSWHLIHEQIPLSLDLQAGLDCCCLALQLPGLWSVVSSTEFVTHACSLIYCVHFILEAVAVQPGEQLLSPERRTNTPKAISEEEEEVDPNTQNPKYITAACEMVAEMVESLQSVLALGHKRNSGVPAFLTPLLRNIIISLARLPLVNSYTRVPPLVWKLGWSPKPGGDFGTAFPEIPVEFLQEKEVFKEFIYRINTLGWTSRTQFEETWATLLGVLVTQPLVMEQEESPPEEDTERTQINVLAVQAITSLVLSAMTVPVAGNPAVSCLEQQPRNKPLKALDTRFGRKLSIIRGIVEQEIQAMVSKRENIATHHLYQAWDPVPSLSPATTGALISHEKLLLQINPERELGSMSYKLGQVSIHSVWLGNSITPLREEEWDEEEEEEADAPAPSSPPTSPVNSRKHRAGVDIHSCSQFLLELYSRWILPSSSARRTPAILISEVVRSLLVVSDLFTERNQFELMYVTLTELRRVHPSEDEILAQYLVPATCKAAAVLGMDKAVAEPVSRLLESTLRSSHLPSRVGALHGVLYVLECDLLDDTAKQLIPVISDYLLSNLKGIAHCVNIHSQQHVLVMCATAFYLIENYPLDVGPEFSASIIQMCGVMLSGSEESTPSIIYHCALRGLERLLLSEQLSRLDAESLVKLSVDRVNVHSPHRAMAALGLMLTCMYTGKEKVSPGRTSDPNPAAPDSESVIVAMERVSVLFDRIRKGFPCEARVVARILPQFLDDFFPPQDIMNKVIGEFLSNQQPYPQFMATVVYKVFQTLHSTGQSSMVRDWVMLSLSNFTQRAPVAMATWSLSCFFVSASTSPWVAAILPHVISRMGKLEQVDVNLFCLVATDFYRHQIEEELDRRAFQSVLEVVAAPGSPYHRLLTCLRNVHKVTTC
# Active calls of the source: *; . = not tested or not shown; & = joins results of further samples. No stated cut-off is given here; in the data, active means inhibition above about 50%; inactive means the rest. Some of the compounds tested; count on the stated rates, not on these rows.
SMILES,Pf apPOL block,mHTT-CaM PPI inh
CCCNC(=O)Cn1cnc2sc(C(=O)Nc3ccc4c(c3)OCO4)c(C)c2c1=O,2,-6
O=C(Nc1cc(F)ccc1F)N1CCC(c2cnn(-c3ccc(F)cc3)c2)CC1,2,-17
Cc1ccc(NC(=O)Nc2ccc3c(c2)N(S(C)(=O)=O)CC3)cc1,0,-6
O=C(NCc1cccs1)N1CCC(c2nnc(-c3ccc(F)cc3)o2)CC1,-4,-12
CCN1CCN(C(=O)c2cn(C)c(=O)c3cc(OC)c(OC)cc23)CC1,20,3
COc1ccc(-c2nc(Cn3ccnc3C)no2)cc1,-1,-12
O=C(O)C1CC=C(Cl)CC1C(=O)NCC1OCCc2ccccc21 (centres undefined),-10&25,-2&-2
O=C(CSc1nccc(C(F)(F)F)n1)c1cccnc1,-10,.
Cc1nccn1-c1cc(N2CCN(C(=O)C(c3ccccc3)c3ccccc3)CC2)ncn1,-10,2
O=C(NCCc1ccncc1)C1CCN(c2nnc3ccccn23)CC1,-7,4
O=C(c1cccc(N2CCNC(c3ccccc3)C2)n1)N1CCN(c2ccccc2)CC1 (centres undefined),8,27
CCC(=O)N(C(=O)CC)c1cc2oc3ccccc3c2cc1OC,0,0
CC(C)(c1ccccc1)c1ccc(OCC(=O)N2CCOCC2)cc1,-3&-2,28&11
Cc1nnsc1-c1nc2cccc(C)c2c(=O)o1,-1,.
Cc1c(Cl)c([N+](=O)[O-])nn1CC(=O)NCC1CCCO1 (centres undefined),-3&-3,-3&2
Cc1ccc(C)c(-c2nnc(NC(=O)C3CCN(S(=O)(=O)c4cccs4)CC3)o2)c1,-44,27
O=C(CCc1ccccc1)N1N=C(c2ccc(Cl)cc2)CC1(O)C(F)(F)F (centres undefined),-13,-8
O=[N+]([O-])c1ccc(-c2nc(C=Nc3nncs3)c(O)o2)cc1,-3,7
Cc1ccc(CNC(=O)C2CCCN(c3cnc4nc(C)c(C)nc4c3)C2)cc1 (centres undefined),0,0
O=C(CSc1nnc(Cc2ccsc2)o1)c1cccc([N+](=O)[O-])c1,6&-2,.
O=C1S/C(=C\c2ccccc2)C(=O)N1CNc1ccc(I)cc1,-1,3
Fc1cccc(CN2CCc3nc(N4CCOCC4)ncc3C2)c1,0,24
Cc1ccc(N2CCC(NC(=O)c3cc(F)cc(F)c3)C2=O)cc1 (centres undefined),-4,-4
CC(C)C1C(=O)N(Cc2cn(CCC3OCCCO3)nn2)CCS(=O)(=O)N1Cc1ccc(-c2ccc(Cl)c(Cl)c2)cc1 (centres undefined),-6,74*
COc1ccc(/C=C2\C=C(c3ccc(C)cc3)OC2=O)cc1,-3,10
COc1ccc2c(c1)OC(=Cc1ccccc1Br)C2=O,-11,1
O=C(CSc1ccccc1)Nc1nnc(-c2cc(Cl)sc2Cl)o1,-2,-5
CCc1onc(C)c1C1CCCN1Cc1cc(Br)ccc1O (centres undefined),1,5
COc1ccc(-c2c(C#N)c(N)nc(Sc3ccc(Cl)cc3)c2C#N)cc1,-1&-2,.
CCc1cc2c(=O)c(-c3nc(C)cs3)c(N)oc2c(CN2CCCCC2)c1O,-3,7
C=CCOc1ccc(C(O)=C2C(=O)C(=O)N(Cc3cccnc3)C2c2cccnc2)cc1 (centres undefined),1,-4
COC(=O)CC(=O)NC(CSC(=O)Nc1ccc(SC(F)(F)F)cc1)C(=O)OC (centres undefined),7&-4,.
O=C(C1CCC(c2ccc(F)cc2)N(C(=O)c2ccccc2)C1)N1CCOCC1 (centres undefined),0,0
Cc1ccc(NC(=O)c2ccc([N+](=O)[O-])cc2Cl)cc1Cl,-5,30
O=C(NCC1CCCO1)c1ccn2c(-c3cccc(Cl)c3)nnc2c1 (centres undefined),-3,3
COc1ccc(-n2nc3c(c2NC(C)=O)CS(=O)(=O)C3)cc1,-5,0
O=C(c1ccccc1)N1CCC(c2ccn3ncc(C(=O)N4CCOCC4)c3c2)CC1,2,-1
COc1ccc(NCC(O)Cn2c(C)c(C)c3ccccc32)cc1 (centres undefined),2,57*
COc1cccc(C2SC(C)C(=O)N2C)c1 (centres undefined),0,6
O=C(NCc1ccccc1)c1ccc2c(cnn2CC(=O)N2CCCCCC2)c1,1,2
Nc1ccc2c(c1)C(=O)N(CCCCN1C(=O)c3ccc(N)cc3C1=O)C2=O,-5,-4
COc1ccc([N+](=O)[O-])c(S(=O)(=O)c2ccc(Cl)cc2)n1,0,.
CC(C)CCN1COc2ccc3c4c(oc3c2C1)C(=O)c1ccccc1C4=O,12,74*
C=CC(C)(C)OCC(O)CN1CCOCC1 (centres undefined),-2&0,0&-8
CCc1ccccc1NC(=O)c1cc2n(n1)C(C(F)(F)F)CC(c1ccco1)N2 (centres undefined),-6,4
O=C(c1cc(-c2ccc(F)cc2)c[nH]1)N1CCN(C(=O)c2ccco2)CC1,-13,38
CCN(CC)S(=O)(=O)c1nc2nc(C)c(C)c(C)n2n1,-7,-5
Cc1cccc(OCC(=O)NC2CCCCC2C)c1 (centres undefined),-6,-11
Cc1ccc(N2C(=O)CC(NCCc3ccccn3)C2=O)cc1 (centres undefined),1&-3,17&8
O=C(O)C1CC(=O)N(c2ccc(Cl)cc2)C1 (centres undefined),-3,-2
Cc1ccc(NC(=O)C2CCCN(c3ncnc4c3nc3n4CCCCC3)C2)cc1F (centres undefined),2,19
CCCNC(=O)c1c[nH]c2ccc(S(=O)(=O)N(C)c3cc(C)ccc3C)cc2c1=O,-3,4
Cc1oc2c(CN(C)C)c(O)ccc2c(=O)c1Oc1ccccc1Br,-9&-6,6&-13
CC(=O)NS(=O)(=O)c1ccc(NC(=O)Nc2ccccc2)cc1,-7,4
C=CCn1c(=O)c2c(ncn2CC=C)n(-c2ccc(F)cc2)c1=O,-4,-5
CNC(=O)C1CCCN(c2nc3ncn(CC(=O)Nc4ccccc4F)c(=O)c3s2)C1 (centres undefined),-6&1,-3&-5
Cc1cccc(NC(=O)C2CCCN(C(=O)c3cccc(Cl)c3)C2)c1C (centres undefined),-5,30
CCc1ccc(NC(=O)c2ccc(Cl)cc2Cl)cc1,-1,-8
Cc1nc2c(c(N(C)CC(=O)N3CCCC3)n1)CCC2,-5,-1
CCNc1cc(N2CCC(CCC(=O)N(C)CCc3ccncc3)CC2)ncn1,-6,3

# Carrying on:
SMILES,Pf apPOL block,mHTT-CaM PPI inh
COC(=O)c1cc(-c2c(-c3ccc4c(c3)OCO4)noc2-c2ccsc2)cc([N+](=O)[O-])c1,-3,12
N=c1n(CCN2CCCCC2)c2ccccc2n1CC(O)c1ccc2c(c1)OCO2 (centres undefined),-12,4
Cc1nn(C)c2c(=O)n(CC(=O)NCc3ccc(C(F)(F)F)cc3)ccc12,-2,-9
Cc1onc(-c2ccccc2)c1C1=N/C(=C/c2ccccc2F)C(=O)O1,7,2
Cc1cc2c([nH]c3ccccc32)c(C)n1,4,16
O=C(Nc1ccc(F)cc1)C1CCCN(c2nccnc2Sc2ccccc2)C1 (centres undefined),-2,0
CN(CC(=O)N1CCN(c2ccccn2)CC1)c1nc2c(F)cccc2s1,-14,1
COc1cccc(NC(=O)N2CCC(N3CCN(Cc4ccc(F)cc4)C3=O)CC2)c1,2,17
Fc1ccc(CNc2ccnc3cc(Cl)c(Cl)cc23)cc1,0,-4
CC(C)(C)c1cc(C(=O)C=c2[nH]c(=O)c(=Cc3ccc(Cl)cc3)s2)no1,-3,.
CC(Oc1ccc(Cl)cc1Cl)c1nc(-c2ccncc2)no1 (centres undefined),-3,-20
O=C1SC(c2cc(I)ccc2Cl)=N/C1=C\c1ccco1,-14,4
N#Cc1cc2c(nc1SCC(=O)Nc1ccc(S(N)(=O)=O)cc1)CCCC2,-5,1
CC(=O)c1cccc(NC(=O)c2ccc(C(=O)c3ccccc3)cc2)c1,2,4
N#CCC(N)=Nc1sc2c(c1C#N)CCCC2,6,67*

# An excerpt from above in order of SMILES length, descending.
SMILES,Pf apPOL block,mHTT-CaM PPI inh
COC(=O)c1cc(-c2c(-c3ccc4c(c3)OCO4)noc2-c2ccsc2)cc([N+](=O)[O-])c1,-3,12
CC(C)(C)c1cc(C(=O)C=c2[nH]c(=O)c(=Cc3ccc(Cl)cc3)s2)no1,-3,.
COc1cccc(NC(=O)N2CCC(N3CCN(Cc4ccc(F)cc4)C3=O)CC2)c1,2,17
Cc1nn(C)c2c(=O)n(CC(=O)NCc3ccc(C(F)(F)F)cc3)ccc12,-2,-9
N#Cc1cc2c(nc1SCC(=O)Nc1ccc(S(N)(=O)=O)cc1)CCCC2,-5,1
Cc1onc(-c2ccccc2)c1C1=N/C(=C/c2ccccc2F)C(=O)O1,7,2
CC(=O)c1cccc(NC(=O)c2ccc(C(=O)c3ccccc3)cc2)c1,2,4
CN(CC(=O)N1CCN(c2ccccn2)CC1)c1nc2c(F)cccc2s1,-14,1
CC(Oc1ccc(Cl)cc1Cl)c1nc(-c2ccncc2)no1 (centres undefined),-3,-20
O=C1SC(c2cc(I)ccc2Cl)=N/C1=C\c1ccco1,-14,4
Fc1ccc(CNc2ccnc3cc(Cl)c(Cl)cc23)cc1,0,-4
CCc1ccc(NC(=O)c2ccc(Cl)cc2Cl)cc1,-1,-8
N#CCC(N)=Nc1sc2c(c1C#N)CCCC2,6,67*

# Next part:
SMILES,Pf apPOL block,mHTT-CaM PPI inh
CCn1ncc(CN2CCCC(Nc3ncnc4c3CCC4)C2)c1C (centres undefined),-5,-10
Cc1oc(C2CCN(C(=O)Nc3ccc4c(c3)OCCO4)CC2)nc1C(=O)N(C)C,0,-2
COc1ccc(CN[C@H]2CCC23CCCCC3)cc1OC,-5,-13
CC(C)(C)NC(=O)N1CCN(Cc2nc3cccnc3n2-c2ccccc2)CC1,-1,-1
CCCCSc1nc2c(c(=O)n1-c1ccc(F)cc1)SCC2,4,11
CC(C)(C)N(CC#CCC1(O)c2ccccc2-c2ccccc21)CCO,-10,4
O=C(CCc1ccccc1)Nc1ccc(NC(=O)c2ccc([N+](=O)[O-])cc2)cc1,-6,-5
COc1ccc(OC)c(NC(=O)c2cc3ccccc3cc2OC)c1,0,-1
CN1CCN(C(=O)c2cnn3c(C(F)(F)F)cc(-c4ccc(Br)cc4)nc23)CC1,1,0
CCCn1cc(C2=CCN(S(=O)(=O)c3cccc(C(F)(F)F)c3)CC2)c2cccnc21,-5,19
Cc1nnc(Sc2ccc(C=O)o2)s1,-1,25
COc1ccccc1CNC(=O)c1ccc2c(c1)N(C)C1CCCCN1C2=O (centres undefined),-6,1
COc1cc(NC(=O)c2cccc(Br)c2)nc(OC)n1,2,-2
COc1ccc(-c2nc3c(c(=O)[nH]2)CCN(C(=O)c2ccc(C)nc2)C3)cc1,3,-1
O=C(NCCCN1CCCC1=O)C1CCN(c2cncnc2N2CCCCC2)CC1,-2,-2
COCCCN1COc2ccc3c(=O)c(-c4ccc(OC)c(OC)c4)c(C)oc3c2C1,-10,1
CC(=O)Nc1sc(=Nc2ccc(C)c(C)c2)n(C(C)=O)c1-c1ccc2c(c1)OCO2,-6,.
CCCCc1ccc(NC(=O)c2c(-c3ccccc3)noc2C)c(C)c1,-12,.
CC(C)c1nc(CN2CCCc3ccccc32)cc(=O)[nH]1,0,33
Cc1cc(C(=O)N2CCC(c3nnc(-c4ccc(F)cc4)o3)CC2)c(C)o1,-5,100*
O=C(/C=C/c1ccccc1)Nc1c2c(nn1-c1ccc(F)cc1)CSC2,-9,76*
CCCOc1nn(CCC)cc1C(=O)N1CCCC1,-9,-20
CC(=O)Nc1cccc(-c2cc(-c3c(Cl)cccc3Cl)no2)c1,-8,.
CCCNC(=O)c1nn2c(C(F)(F)F)cc(-c3ccco3)nc2c1Br,-5,3
O=C(CNS(=O)(=O)c1ccc(Br)s1)NC1CCCCC1,-6,-6
Cc1ccc(NC(=O)CNC(=O)C2CCCCC2)cc1,-3,-11
O=C(Nc1ccc(O)c(-c2nc3ccccc3o2)c1)c1cccc(F)c1,6,-1
O=C(COc1ccccc1)N1CCCC(c2n[nH]c(C3CC3)n2)C1 (centres undefined),-2,2
O=C(NCc1csc(C2CCCN(C(=O)c3ccoc3)C2)n1)C1CC1 (centres undefined),-4,0
COc1ccc(OCC(=O)Nc2c(C)n(C)n(-c3ccccc3)c2=O)cc1,4,11
COc1cccc(C(=O)N2CCc3c(c(-c4nc(Cc5ccccc5)no4)nn3C)C2)c1,-2,1
O=S(=O)(c1ccc(F)cc1)N1CCc2ccccc21,1&-2,-30&-17
Cc1cccc(C)c1NC(=O)CC(=O)c1ccccc1,8,-3
CCN(CC)C(=O)c1cn(CC(C)C)c(=O)c2c1c1ccccc1n2C,-3,-1
CC1CCN(S(=O)(=O)N2CCC(C(=O)NC3CCCC(C)C3C)CC2)CC1 (centres undefined),-14,2
Cc1ccc(C2CC(=O)Nc3c2c(C)nn3-c2nc3ccccc3s2)c(C)c1 (centres undefined),-2,-7
Cc1cc(C2CCCN2C(=O)Nc2ccccc2Cl)no1 (centres undefined),-1,-8
O=C(Oc1ccc2c(c1)OC(=Cc1cccs1)C2=O)c1cccc([N+](=O)[O-])c1,-1,4
CC(C)(C)c1ccc(OCC(=O)Nc2ccc3c(c2)OCO3)cc1,14,-5
O=C1c2ccccc2OCC1c1ccccc1 (centres undefined),5&0,.
Cc1[nH][nH]c(=O)c1C(c1ccc([N+](=O)[O-])s1)c1c(C)[nH][nH]c1=O,-2,7
COc1ccccc1N1CCN(C(=O)c2cn(-c3ccc(F)cc3F)c(=O)c3ccccc23)CC1,-4,36
Cc1noc(COC2CCCN(C(=O)COc3ccc(F)cc3)C2)n1 (centres undefined),0,-12
CS(=NS(=O)(=O)c1cccc2nsnc12)c1ncc(Cl)cc1C(F)(F)F (centres undefined),-6&-7,.
Cc1cccc(NC(=O)c2cccc(Cn3cc(Cl)cn3)c2)n1,7,-5
Cc1nnsc1C(=O)Nc1cc(-c2ccccc2)nn1C,6,.
Cc1cc(Cl)ccc1N1CCN(S(=O)(=O)c2ccccc2)C(C)C1=O (centres undefined),-12,-5
